# High-throughput results (PubChem BioAssay)
# BRCA1 expr act – qHTS Assay to Identify Small Molecule Activators of BRCA1 Expression; MCF7-BRCA1-FFLuc reporter, luminescence, 48 h; response scale: scaled: vehicle 0%, 10 µM genistein 100%; Potency, µM (series often up to 46.1 µM), for inactives: at the highest dose activation, usual class: activators; actives 1.1% (n = 380,000); note: nearly all actives have a fitted effect of over 80% in size; some results filed as inactive show a strong effect at the top dose
#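 First, MCF7-BRCA1-FFLuc cells (2000/well) attach for 2 h; next, compounds are pin-added and incubated 48 h at 37 °C; finally, luciferase reagent is added and luminescence read after 15 min.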
# FLuc modulator – qHTS profiling assay for firefly luciferase inhibitor/activator using purifed enzyme and Km concentrations of substrates (counterscreen for miR-21 project); Luciferin 4-monooxygenase (Photinus pyralis), P08659; purified FLuc, Km substrates, luminescence inhibition; Potency, µM (doses to about 57.5 µM), for the others: at the top dose activity change, negative = inhibition, actives largely listed as inhibitors; actives 6.9% (n = 360,000); AID 588342, 2011;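 note: plate controls were vehicle for no effect and reference inhibitor for full effect; nearly all actives have a fitted effect of over 55% in size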
#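 Purified P. pyralis luciferase (10nM final) with 10uM D-luciferin and 10uM ATP (Km levels) in 50mM Tris acetate pH 7.5, 10mM Mg acetate, 0.01% Tween-20, 0.05% BSA; qHTS 6-point titration, ~60 µM downward; luminescence read.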
# Rab9 prom act – qHTS Assay for Rab9 Promoter Activators; Huh7 Rab9 promoter-luciferase reporter, luminescence, 24 h; Potency, µM (highest dose often 9.22 µM), inactives show at the highest dose activation, negative = inhibition, most hits filed as activators; actives 2.8% (n = 320,000); AID 485297, 2010; note: % of control where 0% means no effect; nearly all actives have a fitted effect of over 60% in size
#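 Quantitative HTS format; Huh7 Rab9-luciferase reporter cells (1500/well) receive compound 2 h post-plating, incubate 24 h at 37 °C, then get luciferase reagent for 10 min before luminescence reading.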
# p53 reactivator – qHTS assay for re-activators of p53 using a Luc reporter; Potency, µM (series often up to 92.2 µM), for the others: at the top dose activity change, positive = activation, usual class: activators; H1299 p53-A138V BP100-luciferase reporter, luminescence, 24 h; AID 504706, 2011; actives 0.063% (n = 320,000); note: % of control where 0% means no effect; nearly all actives have a fitted effect of over 45% in size
#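 p53-null H1299 cells stably carrying temperature-sensitive p53-A138V and a BP100-luciferase reporter were pinned with compounds (4-point, 1:5 series) and held 24 hrs at 37 deg C. Luminescence was read 10 min after detection reagent.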
# uPA surface inh – qHTS for Inhibitors of Cell Surface uPA Generation | Potency, µM (series often up to 38.3 µM), for the others: at the highest dose activity change, negative = inhibition, most hits filed as inhibitors | actives 0.31% (n = 330,000) | AID 540303, 2011 | cell surface uPA generation assay, qHTS; active = well fitted inhibition curve with a large enough effect; inconclusive = small, poorly fitted or top-dose-only effect; inactive = no such curve, though single readings can be large or run the other way; tested in mouse RAW 264.7 cells; note: % is set by controls: 0 for no effect and ±100 for the full control effect; nearly all actives have a fitted effect of over 55% in size
# RORgamma inh – qHTS for inhibitors of ROR gamma transcriptional activity; Nuclear receptor ROR-gamma (Mus musculus), P51450; Drosophila S2 Gal4-RORgamma UAS-luciferase reporter, 20 h; Potency, µM (titrated, usually from 53.6 µM), for inactives: top-dose activity change, negative = inhibition, actives largely listed as inhibitors; actives 5.4% (n = 310,000); note: % is set by controls: 0 for no effect and ±100 for the full control effect; nearly all actives have a fitted effect of over 60% in size
# Target sequence (P51450 whole entry, looked up, the tested form may be a part): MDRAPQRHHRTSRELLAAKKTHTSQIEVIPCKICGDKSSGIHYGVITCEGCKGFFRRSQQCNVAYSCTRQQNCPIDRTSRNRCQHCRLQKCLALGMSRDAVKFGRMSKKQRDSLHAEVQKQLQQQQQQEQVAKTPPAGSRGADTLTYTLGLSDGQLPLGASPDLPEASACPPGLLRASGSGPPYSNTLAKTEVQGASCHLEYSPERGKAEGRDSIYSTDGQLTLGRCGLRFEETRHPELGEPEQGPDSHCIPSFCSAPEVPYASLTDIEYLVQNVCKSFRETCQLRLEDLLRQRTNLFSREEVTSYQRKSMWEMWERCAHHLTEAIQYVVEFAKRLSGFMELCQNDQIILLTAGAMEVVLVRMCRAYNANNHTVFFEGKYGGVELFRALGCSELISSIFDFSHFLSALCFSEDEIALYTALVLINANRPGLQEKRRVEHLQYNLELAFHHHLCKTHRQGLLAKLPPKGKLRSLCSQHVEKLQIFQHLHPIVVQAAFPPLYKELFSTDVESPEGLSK
#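 Using a luciferase readout, inhibitors were identified by reduced reporter activity in Drosophila cells coexpressing a copper-inducible Gal4–ROR gamma fusion and UAS-driven Photinus luciferase, incubated 20 hr after 700 uM copper sulfate.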
# MBNL1 CUG block – qHTS Assay for Inhibitors of MBNL1-poly(CUG) RNA binding; Muscleblind-like protein 1 (Homo sapiens), Q9NR56; actives 0.036% (n = 280,000); TR-FRET MBNL1-His/biotin-(CUG)12 binding, 665/545 ratio; Potency, µM (titrated, usually from 57.5 µM), inactives show top-dose activity change, negative = inhibition, actives largely listed as inhibitors; active = well fitted inhibition curve with a large enough effect in the signal ratio, with a control signal flat, not every such curve was filed as active; inconclusive = small, poorly fitted or top-dose-only effect, or effect the other way, or a change in a side signal; inactive = no such curve, though single readings can be large or run the other way; the % refers to the signal ratio; note: % is set by controls: 0 for no effect and ±100 for the full control effect
# Target sequence (Q9NR56 whole entry, looked up): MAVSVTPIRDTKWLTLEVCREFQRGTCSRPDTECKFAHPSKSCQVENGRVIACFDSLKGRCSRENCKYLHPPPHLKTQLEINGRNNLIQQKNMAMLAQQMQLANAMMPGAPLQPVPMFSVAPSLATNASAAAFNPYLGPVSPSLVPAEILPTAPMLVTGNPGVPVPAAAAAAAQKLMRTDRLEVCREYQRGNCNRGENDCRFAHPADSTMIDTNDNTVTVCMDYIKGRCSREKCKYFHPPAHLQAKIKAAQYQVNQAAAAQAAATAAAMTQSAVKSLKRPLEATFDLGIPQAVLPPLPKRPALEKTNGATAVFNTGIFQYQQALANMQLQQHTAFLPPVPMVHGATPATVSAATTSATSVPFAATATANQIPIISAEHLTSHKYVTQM
#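 MBNL1-His + Biotin-(CUG)12, cpd titration 92 nM–58 uM; Tb anti-His Ab 0.055 ng/ul, SA-XL665 5 nM (final); 60 min RT; ratiometric 665/545 nm, Ex 340 nm; normalized to buffer and full-complex controls.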
# CXXC DNA block – qHTS Fluorescence Polarization Assay for Inhibitors of MLL CXXC domain - DNA interaction. Histone-lysine N-methyltransferase 2A (Homo sapiens), Q03164. MLL-CXXC / FITC-HOXA9 DNA fluorescence polarization. Potency, µM (highest dose often 115 µM), without a hit: at the highest dose activity change, negative = inhibition, usual class: inhibitors. actives 0.037% (n = 290,000). AID 2662, 2010; active = well fitted inhibition curve with a large enough effect in the polarisation, with a control signal flat, not every such curve was filed as active; inconclusive = small, poorly fitted or top-dose-only effect, or effect the other way, or a change in a side signal; inactive = no such curve, though single readings can be large or run the other way; the % refers to the polarisation
#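 Purified MLL-CXXC (added from a 7 uM solution) was preincubated 5 min at ambient with pinned compounds in 50 mM Tris-HCl pH 7.5, 50 mM NaCl, 1 mM DTT, 0.05% BSA. Fluorescein-labeled HOX-A9 DNA (50 nM solution) followed, 30 min, then polarization read.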
# Gal4-VP16 FLuc – VP16 counterscreen qHTS for inhibitors of ROR gamma transcriptional activity; Drosophila S2 Gal4-VP16 UAS-luciferase, luminescence, 20 h; Potency, µM (highest dose often 53.6 µM), for inactives: top-dose activity, negative = inhibition, hits mostly inhibitors; actives 3.5% (n = 310,000);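 note: Gal4-VP16 expression switched on by copper sulfate through the metallothionein promoter; % is set by controls: 0 for no effect and ±100 for the full control effect; nearly all actives have a fitted effect of over 50% in size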
# NPC1 prom act – qHTS Assay for NPC1 Promoter Activators; Huh7 NPC1 promoter luciferase reporter, 24 h; Potency, µM (titrated, usually from 9.22 µM), inactives show at the highest dose activation, actives largely listed as activators; actives 2.4% (n = 320,000); AID 485313, 2010;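 note: % of control where 0% means no effect; nearly all actives have a fitted effect of over 60% in size; reporter is driven by a mutant NPC1 promoter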
#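 Readout is luciferase luminescence, reflecting NPC1 promoter activation in stably transfected Huh7 cells after 24 h compound exposure at 37 °C in reduced-serum medium with 10% FBS.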
# ELG1 genotoxic – qHTS screen for small molecules that induce genotoxicity in human embryonic kidney (HEK293T) cells expressing luciferase-tagged ELG1; HEK293T ELG1-luciferase reporter, luminescence, 16 h; Potency, µM (series often up to 46 µM), inactives show at the highest dose activity change, positive = activation, actives largely listed as activators; actives 1.3% (n = 330,000); AID 504466, 2011; note: % of control where 0% means no effect; nearly all actives have a fitted effect of over 60% in size
#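 Reporter readout depends on ELG1 protein level, which increases with genetic stress. After 16 hr compound exposure at 37 °C, luciferase activity was quantified using ONE-Glo.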
# * marks the source's active call; other numbers are inactive results; ? = inconclusive; nt = not tested or not shown; & = joins results of further samples; [ ] = another dose, or the depositor's remark. Unless noted, calls come from the whole dose curve; as a rule, active = well fitted curve in the direction sought with a large enough effect; inconclusive = small, poorly fitted or top-dose-only effect, or another doubt; inactive = no such curve, though single readings can be large; an effect the other way counts as inactive or inconclusive. Potency is the fitted concentration of half-maximal effect. The list is partial (hit frequency here may not be typical).
SMILES,BRCA1 expr act,FLuc modulator,Rab9 prom act,p53 reactivator,uPA surface inh,RORgamma inh,MBNL1 CUG block,CXXC DNA block,Gal4-VP16 FLuc,NPC1 prom act,ELG1 genotoxic
COc1cc(NC(=O)Cn2ncc3c2-c2ccccc2OC3)cc(OC)c1OC,-36%,3%,3%,-8%,11%,-2%,-4%,3%,10%,0%,0%
Cc1cc2nc(SCCOC(=O)Nc3cccc(Cl)c3)nc(C)c2cc1C,-60%,0%,-4%,-8%,1%,?,0%,11%,-2%,0%,0%
O=[N+]([O-])c1ccc(CSc2ccc(S(=O)(=O)N3CCCCCC3)cn2)cc1,-41%,-2%,0%,-3%,4%,nt,nt,nt,nt,-3%,-2%
NS(=O)(=O)c1ccc(CCNC(=O)c2cnccn2)cc1,18%,2%,0%,-4%,2%,12%,-9%,27%,-2%,-5%,0%
CCN(CC)c1ccc(NC(=O)c2ccc(=O)[nH]c2)cc1S(=O)(=O)Nc1ccc(OC)cc1,-73%[inhibitor],2%,1%,-13%,-6%,nt,nt,nt,nt,-11%,-9%
COc1ccc(/C=N/NC(=O)Cn2cnc3c2c(=O)n(C)c(=O)n3C)cc1,-27%,0%,-1%,2%,2%,-1%,6%,0%,-1%,-2%,1%
C=CCSc1nnc(-c2ccc(Cl)cc2Cl)o1,?,1.3µM*,0.45µM*,14%,nt,?,-6%,-2%,?,0.71µM*,?
CC(=O)c1ccc(NC(=O)/C(=C\c2ccccc2)NC(=O)c2ccco2)cc1,-1%,?,-1%,2%,2%,-2%,7%,-8%,-19%,0%,5%
CC1(C)CC(=O)C=C(NCCCNC2CCCCC2)C1,4%,1%,0%,-9%,4%,0%,3%,21%,-5%,0%,1%
COC(=O)c1ccccc1NC(=O)c1ccccc1N(C)S(=O)(=O)c1ccccc1,1%,-1%,-1%,3%,5%,24%,1%,1%,-4%,5%,-9%
Cc1ccc(S(=O)(=O)NCC(=O)N2CCC(C)CC2)cc1,-8%,0%,-3%,-2%,-1%,?,9%,1%,0%,-1%,2%
Cc1cccc(-n2cnc3c(c2=O)c2nc4ccccc4nc2n3Cc2ccco2)c1,-6%,?,0%,6%,8%,?,?,4%,-28%,-2%,15%
O=C(NCCO)/C(=C\c1ccco1)NC(=O)c1ccco1,11%,-1%,8%,27%,-1%,-30%,14%,-5%,0%,-2%,-1%
CCOC(=O)Cc1c(C)c2c(C)nn(-c3ccccc3)c2oc1=O,-23%,-2%,-4%,1%,3%,-2%,-3%,-4%,1%,-7%,0%
Cc1n[nH]c(=O)c2c(NC(=O)CSc3nn(-c4ccccc4)c(=S)s3)oc(C)c12,-37%,8%,1%,0%,-11%,nt,nt,nt,nt,-7%,-3%
Cc1c(OC(C)C(=O)NC2CC(C)(C)NC(C)(C)C2)ccc2c3c(c(=O)oc12)CCC3 (configuration not stated),35%,-1%,-3%,1%,-9%,-19%,-4%,-1%,-2%,-4%,13%
CCCc1cnc(N2CCN(C(=O)c3ccc(OC)cc3)CC2)nc1,-8%,0%,-12%,-4%,8%,0%,4%,17%,0%,1%,3%
CCCc1cc(=O)c2ccc(OC/C(C)=N/O)cc2o1,-5%,1%,-7%,-3%,9%,22%,-3%,13%,-2%,3%,0%
Cc1ccc(CSC2=NCCN2C(=O)c2ccco2)cc1,-1%,?,-4%,-8%,4%,4%,-3%,20%,-4%,1%,1%
c1ccc2sc(SCSc3nc4ccccc4s3)nc2c1,76%,?,6%,7%,11%,-18%,-8%,-5%,11%,12%,9%
Cc1ccccc1NC(=S)NC(NC(=O)c1ccco1)C(Cl)(Cl)Cl (configuration not stated),-37%,5%,-2%,-4%,3%,5%,nt,8%,1%,2%,-6%
Cc1ccc(-c2cc(-c3ccccc3)c(C#N)c(Br)n2)cc1,-88%,-3%,-8%,2%,1%,-12%,2%,3%,-2%,-2%,-2%
Cc1ccc2c(c1)nc(NCCCO)n2C,2%,1%,10%,3%,10%,0%,0%,1%,9%,-2%,-1%
CSc1cc(-c2ccc(Cl)cc2)[nH]c(=O)c1C#N,-36%,-1%,-3%,-2%,3%,4%,11%,-2%,0%,-7%,15%
CCOc1ccc(NC2OC(C)C(O)C(O)C2O)c([N+](=O)[O-])c1 (configuration not stated),23%,-4%,-2%,-2%,-1%,-14%,?,-1%,4%,0%,0%
C=CCNC(=O)C12CCC(C)(C(=O)[C@H]1Br)C2(C)C (some centres not stated),-16%,0%,0%,4%,-2%,35%,1%,0%,-5%,5%,-4%
COc1ccc(CNC(=O)CCNS(=O)(=O)c2ccc3c(c2)oc(=O)n3C)cc1,-17%,0%&1%,3%,0%,14%,-19%,0%,43%[activator],-3%,2%,1%
CC(=O)Nc1ccc(N(C(=O)c2ccco2)C(C(=O)NC2CCCC2)c2ccc(N3CCOCC3)cc2)cc1 (configuration not stated),3%,0%,0%,-3%,2%,1%,-21%,-1%,9%,0%,1%
O=C(COc1ccc2ccccc2c1)NNC(=O)Cc1cccc2ccccc12,-17%,3%,0%,0%,-1%,-21%,12%,1%,-10%,-5%,1%
O=C(COc1ccc2c(-c3ccccc3)cc(=O)oc2c1)NCC(O)c1ccccc1 (configuration not stated),-1%,0%,0%,8%,5%,4%,3%,51%[activator],-17%,-2%,-1%
CCOC(=O)C1CCCN(C2=NC(=O)/C(=C/c3ccc(O)c(OC)c3)S2)C1 (configuration not stated),-43%,-9%,-9%,-2%,?,-1%,?,6%,4%,-3%,?
COc1ccc(NC(=O)C(c2ccc(OC)cc2)N(Cc2ccco2)C(=O)CC2NC(=O)NC2=O)cc1 (configuration not stated),-8%,-4%,-7%,-3%,-2%,17%,1%,12%,2%[10 µM],1%,1%
COc1ccccc1-c1c(C(F)(F)F)oc2cc(OS(C)(=O)=O)ccc2c1=O,-1%,-16%,-7%,?,1%,32%,9%,0%,?,-3%,3%
CC(=O)c1ccc(N(CC(=O)NCc2ccc3c(c2)OCO3)C(=O)c2csnn2)cc1,61%,1%,7%,18%,-1%,-21%,-2%,28%,17%,15%,6%
Cc1ccc(-c2noc(CNS(=O)(=O)c3ccccc3)n2)cc1,82%,?,17%,-10%,9%,22%,0%,-7%,-15%,18%,14%
CN1CCC(=C2c3ccccc3Sc3ccccc32)CC1,-13%,nt,nt,nt,?,8%,nt,10%,?,nt,nt
CC1CCC2C(=O)N(c3ccc(S(=O)(=O)c4ccccc4)cc3)C(=O)C2C1 (configuration not stated),-8%,-2%,0%,-3%,-14%,?,?,29%,-2%,0%,-2%
CCOc1ccc2c(c1)ncn2Cc1ccccc1,?,-5%,5%,2%,-2%,11µM*,5%,0%,1%,10%,15%
O=C(O/N=C1\CCS(=O)(=O)c2sccc21)c1c(F)cccc1F,7%,4.8µM*,-16%,-3%,4%,-6%,-5%,80%[activator],-4%[10 µM],-9%,-2%
CCCN(C(=O)COC(=O)CSc1ccc([N+](=O)[O-])cc1)C1CCS(=O)(=O)C1 (configuration not stated),-4%,-1%,-5%,9%,1%,nt,nt,nt,nt,-3%,1%
O=C(CN(c1cccc(Cl)c1)S(=O)(=O)c1ccc(Cl)cc1)NCc1ccccn1,-46%,4%,0%,-7%,5%,-20%,-4%,3%,17%,-4%,-11%
CCOC(=O)c1c(NC2OC(=O)c3c2ccc(OC)c3OC)sc(C(=O)OC(C)(C)C)c1C (configuration not stated),57%,17µM*,22%,?,-6%,23%,-11%,0%,-1%,26%,?
COc1cc(SC)ccc1C(=O)NCCc1ccccc1,?,6µM*,3.5µM*,?,-9%,31%,-1%,1%,-17%,3.5µM*,?
CC(C)CC(NC(N)=O)C(=O)Nc1ccc2c(c1)OCO2 (configuration not stated),1%,?,9%,10%,-2%,21%,nt,2%,-2%,-9%,-9%
